NCOA1 inh – SRC1 coactivator transcriptional activity inhibitors, primary screen, cell-based, luminescence; HEK293 GAL4-SRC1 luciferase reporter; inhibition, % at 3.6 µM; 360,000 compounds, 0.12% hits; AID 588354, 2011;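 active = inhibition above the campaign mean plus 3 SD, with each screening campaign given its own cutoff, cut at about 60% in these data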;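 also: 0% = DMSO treated cells and 100% = gossypol at 36 µM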
LMP1 NFkB inh – EBV LMP1-driven NF-kappaB luciferase reporter inhibitors, primary screen, cell-based, luminescence, single point; LMP1-induced NF-kappaB luciferase reporter cells; inhibition, % at 12.5 µM; 350,000 compounds, 0.69% hits; in the data active = inhibition above about 41%;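 also: 0% = neutral control wells and 100% = reference inhibitor control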
CF NFkB block – inhibitors of PAF-induced NF-kB signaling, primary screen, cell-based, GFP fluorescence, uHTS. KKLEB NF-kB-GFP reporter, GFP fluorescence overnight. inhibition, % at 5 µM. 360,000 compounds, 0.86% hits. AID 588850, 2011;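 active = at least 50% inhibition at 5 µM, scaled per plate between neutral and stimulator controls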;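 also: PAF is a Pseudomonas aeruginosa culture filtrate used as stimulus; plate controls were PAF-stimulated DMSO wells for no effect and unstimulated DMSO wells for full effect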
NR5A2 inv ag – LRH-1 (NR5A2) inverse agonists, primary screen, cell-based, luminescence, HEK293T, StAR-luciferase reporter | Nuclear receptor subfamily 5 group A member 2 (Homo sapiens), O00482 | LRH-1 transfected, 24 h | inhibition, % at 3.6 µM | 360,000 compounds, 0.13% hits | AID 602396, 2012;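 active = inhibition above the mean inhibition of all tested compounds plus 3 SD, cut at about 73% in these data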;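 also: 0% = DMSO wells and 100% = reporter-only cells lacking LRH-1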
Target sequence (O00482 whole entry, looked up): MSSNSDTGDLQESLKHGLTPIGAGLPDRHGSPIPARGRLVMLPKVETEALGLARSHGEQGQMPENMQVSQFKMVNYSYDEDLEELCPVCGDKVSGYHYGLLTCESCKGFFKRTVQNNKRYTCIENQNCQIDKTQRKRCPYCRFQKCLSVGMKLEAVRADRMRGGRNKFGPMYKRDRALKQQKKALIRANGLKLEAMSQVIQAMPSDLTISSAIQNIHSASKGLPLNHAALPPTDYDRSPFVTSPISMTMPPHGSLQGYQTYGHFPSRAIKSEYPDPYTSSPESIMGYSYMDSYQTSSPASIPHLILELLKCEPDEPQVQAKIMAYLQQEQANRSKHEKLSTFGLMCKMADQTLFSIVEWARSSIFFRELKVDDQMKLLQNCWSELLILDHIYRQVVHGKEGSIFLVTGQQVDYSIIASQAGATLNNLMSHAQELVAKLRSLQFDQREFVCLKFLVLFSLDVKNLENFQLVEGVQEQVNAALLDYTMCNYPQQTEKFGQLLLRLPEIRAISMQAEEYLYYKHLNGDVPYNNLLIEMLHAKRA
TROY NFkB inh – inhibitors of TROY-driven NF-kB signaling, primary screen, Q293 LMP1-TROYcd cells, NF-kB luciferase, uHTS; Q293 LMP1-TROYcd NF-kB luciferase reporter, 4 h; inhibition, % at 10 µM; 360,000 compounds, 0.98% hits;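 active = compounds whose plate-normalised and pattern-corrected inhibition of the luciferase reporter signal at the single screening dose is 50% or more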
TWEAK-Fn14 inh – inhibitors of TWEAK-Fn14 signaling, primary screen, luciferase reporter cells, uHTS. TWEAK-stimulated Fn14 reporter cells, luciferase luminescence, 8 h. inhibition, % at 10 µM. 360,000 compounds, 2% hits; in the data active = inhibition above about 50%
KKLEB cytotox – cytotoxicity in KKLEB CF airway cells, primary screen, cytotoxicity control for CF NF-kB inhibitor project, cell-based, uHTS, fluorescence assay plates; activity change (cytotoxicity), % at 5 µM; KKLEB CF airway cells viability, ATPlite luminescence, overnight; active compounds read low; cells stimulated with P. aeruginosa culture filtrate; 360,000 compounds, 0.36% hits; AID 602141, 2011;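 active = corrected activity change at or below -50% at 5 µM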
NR2F2 inh – NR2F2 transcriptional activity inhibitors, primary screen, cell-based, luciferase reporter, HEK293T, luminescence. 370,000 compounds, 0.7% hits. AID 686940, 2013. HEK293T NGFI-A luciferase reporter. inhibition, % at 8.6 µM;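 active = inhibition above a per-plate cutoff, mean inhibition of test wells between control levels plus 3 SD, cut at about 38% in these data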;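 also: cells cotransfected with COUP-TFII expression vector driving the NGFI-A reporter; 0% = median of COUP-TF2 test wells and 100% = reporter-only cells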
Target sequence (P24468 whole entry, looked up): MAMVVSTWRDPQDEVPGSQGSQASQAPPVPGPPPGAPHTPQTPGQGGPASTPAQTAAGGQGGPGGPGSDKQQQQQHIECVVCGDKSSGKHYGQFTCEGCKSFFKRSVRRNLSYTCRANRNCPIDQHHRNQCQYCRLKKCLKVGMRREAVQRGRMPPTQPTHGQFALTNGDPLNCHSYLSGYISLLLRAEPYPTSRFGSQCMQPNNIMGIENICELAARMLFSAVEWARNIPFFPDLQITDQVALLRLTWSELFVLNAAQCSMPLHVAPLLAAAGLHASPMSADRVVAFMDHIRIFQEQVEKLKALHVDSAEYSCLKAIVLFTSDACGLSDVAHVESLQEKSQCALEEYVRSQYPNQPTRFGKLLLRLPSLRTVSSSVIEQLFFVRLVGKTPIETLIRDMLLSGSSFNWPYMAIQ
NCOA3 inh – SRC3 coactivator transcriptional activity inhibitors, primary screen, cell-based, luminescence | HEK293 GAL4-SRC3 luciferase reporter | inhibition, % at 3.6 µM | AID 588352, 2011 | 360,000 compounds, 0.17% hits;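 active = inhibition above a per-campaign cutoff, the mean of all compounds plus 3 SD, cut at about 60% in these data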;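 also: 0% = DMSO-treated cells and 100% = gossypol-treated cells at 36 µM; higher means less SRC3-driven luciferase light from the GAL4 reporter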
Shn3 inh set2 – reduction of Shn3 3'UTR firefly luciferase signal, primary screen, Schnurri-3 inhibitor project, cell-based, Clone20 osteoblasts, set 2 | Clone20 osteoblast Shn3 3'UTR firefly luciferase, 24 h | AID 588674, 2011 | inhibition, % at 12.5 µM | 360,000 compounds, 0.52% hits;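 active = mean inhibition of at least 75% with every replicate also reaching 75%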;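 also: 0% = median of neutral control wells and 100% = pilot-screen positive control compound; some compounds past the cut are filed as inactive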
C8 TRAIL sens – viability loss with TRAIL in NB7+C8 cells, primary screen, TRAIL sensitizer project, cell-based, ATPlite luminescence | inhibition (viability loss, TRAIL sensitization), % at 10 µM | 360,000 compounds, 1% hits;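 active = compounds causing at least 50% loss of cell viability in the single-dose screen, relative to plate controls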
Active calls of the source: *; & = joins results of further samples. An excerpt. The share of hits here may be higher or lower than overall.

What do the screens show for `O=C(CN1CCOCC1)Nc1ncccn1`?
NCOA1 inh: -4.3; LMP1 NFkB inh: -2.9; CF NFkB block: -0.4; NR5A2 inv ag: 10.4; TROY NFkB inh: -10.0; TWEAK-Fn14 inh: 3.0; KKLEB cytotox: 4.0; NR2F2 inh: -1.8; NCOA3 inh: -5.4; Shn3 inh set2: 1.7; C8 TRAIL sens: -18.2

Results for NC1=NC(=O)/C(=C/c2ccc(-c3ccc(S(N)(=O)=O)cc3)o2)S1 ?
NCOA1 inh: 7.2; LMP1 NFkB inh: -0.9; CF NFkB block: -5.7; NR5A2 inv ag: -7.6; TROY NFkB inh: 4.0; TWEAK-Fn14 inh: -28.5; KKLEB cytotox: 7.0; NR2F2 inh: -2.9; NCOA3 inh: 16.1; Shn3 inh set2: -5.3; C8 TRAIL sens: -5.3

Results for Cc1cccc(CC(=O)N2CCN(C(=O)c3ccco3)CC2)c1 ?
NCOA1 inh: -7.2; LMP1 NFkB inh: 4.8; CF NFkB block: 14.8; NR5A2 inv ag: -2.6; TROY NFkB inh: -6.1; TWEAK-Fn14 inh: 2.2; KKLEB cytotox: -0.9; NR2F2 inh: -14.8; NCOA3 inh: 8.4; Shn3 inh set2: 0.6; C8 TRAIL sens: -12.1

How did CCOC(=O)c1ccccc1NC(=O)/C=C/C(=O)O do in these assays?
NCOA1 inh: -24.2; LMP1 NFkB inh: 3.6; CF NFkB block: 5.6; NR5A2 inv ag: -1.1; TROY NFkB inh: -3.5; TWEAK-Fn14 inh: 11.9; KKLEB cytotox: 12.7; NR2F2 inh: -1.9; NCOA3 inh: 13.0; Shn3 inh set2: 0.2; C8 TRAIL sens: -1.9

How did CC(C)=CCN1CCN(Cc2ccc(Oc3ncccn3)cc2)CC1CCO (stereo not given) do in these assays?
NCOA1 inh: 11.4; LMP1 NFkB inh: 12.7; CF NFkB block: -11.8; NR5A2 inv ag: 2.6; TROY NFkB inh: 3.4; TWEAK-Fn14 inh: 14.3; KKLEB cytotox: 10.7; NR2F2 inh: -3.1; NCOA3 inh: 15.9; Shn3 inh set2: 11.8; C8 TRAIL sens: 11.6

What do the screens show for `O=C(CCSCc1cccc(F)c1)NCc1ccc(F)cc1`?
NCOA1 inh: -3.9; LMP1 NFkB inh: 2.8; CF NFkB block: -17.4; NR5A2 inv ag: 0.2; TROY NFkB inh: -20.7; TWEAK-Fn14 inh: -5.2; KKLEB cytotox: 3.6; NR2F2 inh: 6.1; NCOA3 inh: 9.9; Shn3 inh set2: -4.2; C8 TRAIL sens: -8.9

How did Cc1ccn2cc(C(=O)N3CCN(c4cnn(-c5ccccc5)c(=O)c4Cl)CC3)nc2c1 do in these assays?
NCOA1 inh: -20.2; LMP1 NFkB inh: -7.0; CF NFkB block: 24.6; NR5A2 inv ag: -4.7; TROY NFkB inh: -7.4; TWEAK-Fn14 inh: -2.0; KKLEB cytotox: -7.4; NR2F2 inh: 18.4; NCOA3 inh: -7.2; Shn3 inh set2: 13.3; C8 TRAIL sens: 20.8

What do the screens show for `Nc1c(C(=O)NCCN2CCOCC2)c2nc3ccccc3nc2n1-c1cccc(F)c1`?
NCOA1 inh: -11.2; LMP1 NFkB inh: -1.7; CF NFkB block: -39.2; NR5A2 inv ag: 7.0; TROY NFkB inh: 38.9; TWEAK-Fn14 inh: 6.0; KKLEB cytotox: 3.0; NR2F2 inh: 7.6; NCOA3 inh: 2.1; Shn3 inh set2: 12.4; C8 TRAIL sens: 3.7

What do the screens show for `Cc1cccc(NC(=O)COC(=O)Cc2c[nH]c3ccccc23)c1C`?
NCOA1 inh: -42.1; LMP1 NFkB inh: 6.6; CF NFkB block: -7.3; NR5A2 inv ag: 7.6; TROY NFkB inh: -6.5; TWEAK-Fn14 inh: 8.9; KKLEB cytotox: 4.8; NR2F2 inh: 8.3; NCOA3 inh: 16.7; Shn3 inh set2: 1.7; C8 TRAIL sens: 0.1

How did O=c1c2ccc([N+](=O)[O-])cc2ncn1Cc1ccccc1C(F)(F)F do in these assays?
NCOA1 inh: 3.9; LMP1 NFkB inh: -19.8; CF NFkB block: -1.8; NR5A2 inv ag: 2.1; TROY NFkB inh: -9.6; TWEAK-Fn14 inh: -2.2; KKLEB cytotox: 7.3; NR2F2 inh: 10.9; NCOA3 inh: 14.0; Shn3 inh set2: -4.8; C8 TRAIL sens: 8.1

Results for Cc1ccc(-n2ncc3c2CC(C)(C)CC3NC(=O)CCc2ccc(=O)[nH]n2)cc1 (stereo not given) ?
NCOA1 inh: -11.5; LMP1 NFkB inh: 5.7; CF NFkB block: -2.1; NR5A2 inv ag: 17.4; TROY NFkB inh: 3.2; TWEAK-Fn14 inh: 7.5; KKLEB cytotox: 2.9; NR2F2 inh: -25.9; NCOA3 inh: 10.4; Shn3 inh set2: -13.5; C8 TRAIL sens: 4.5

What do the screens show for `COc1ccc(C(=O)Nc2nc(CC(=O)NCCc3ccccc3)cs2)cc1`?
NCOA1 inh: -23.4; LMP1 NFkB inh: -2.5; CF NFkB block: -3.1; NR5A2 inv ag: -19.3; TROY NFkB inh: -27.5; TWEAK-Fn14 inh: -2.8; KKLEB cytotox: -5.3; NR2F2 inh: -10.1; NCOA3 inh: -18.4; Shn3 inh set2: -22.2; C8 TRAIL sens: 5.2

How did CC1CCN(CCc2nc3cc(NC(=O)C(C)C)ccc3n2C)CC1 do in these assays?
NCOA1 inh: 16.3; LMP1 NFkB inh: -2.7; CF NFkB block: -13.7; NR5A2 inv ag: 17.4; TROY NFkB inh: -24.3; TWEAK-Fn14 inh: -5.8; KKLEB cytotox: 7.9; NR2F2 inh: -2.8; NCOA3 inh: 2.2; Shn3 inh set2: -32.8; C8 TRAIL sens: -17.4

Results for CCn1c(COc2ccccc2)nnc1SCC(=O)Nc1ccc2c(c1)OCCO2 ?
NCOA1 inh: -1.3; LMP1 NFkB inh: -6.0; CF NFkB block: -8.2; NR5A2 inv ag: 13.9; TROY NFkB inh: 3.9; TWEAK-Fn14 inh: 8.9; KKLEB cytotox: 1.3; NR2F2 inh: -1.6; NCOA3 inh: 3.1; Shn3 inh set2: -14.9; C8 TRAIL sens: -0.4

Results for CC(C)(C)c1ccc(/C=N/Nc2nncn2N)cc1 ?
NCOA1 inh: -1.3; LMP1 NFkB inh: 0.8; CF NFkB block: 4.3; NR5A2 inv ag: 14.2; TROY NFkB inh: -17.9; TWEAK-Fn14 inh: 13.4; KKLEB cytotox: 1.7; NR2F2 inh: 7.6; NCOA3 inh: -10.7; Shn3 inh set2: -9.0; C8 TRAIL sens: -7.1

What do the screens show for `CCN1CCN(Cc2ccc(NC(=O)c3ccc(C)c(NC(=O)C4=NN(c5ccccc5)C(=O)C4)c3)cc2C(F)(F)F)CC1`?
NCOA1 inh: -20.9&-10.3; LMP1 NFkB inh: 10.2&-1.7; CF NFkB block: 14.6&18.2; NR5A2 inv ag: -0.1&-1.5; TROY NFkB inh: -2.3&-14.8; TWEAK-Fn14 inh: -11.1&-27.3; KKLEB cytotox: 4.7&-9.1; NR2F2 inh: -0.6&3.6; NCOA3 inh: -0.1&-4.5; Shn3 inh set2: 12.2&-28.3; C8 TRAIL sens: 6.5&-1.5

Results for O=C(CSc1ncnc2c1oc1ccccc12)NC1CCCC1 ?
NCOA1 inh: -2.4; LMP1 NFkB inh: 1.6; CF NFkB block: -15.6; NR5A2 inv ag: -16.1; TROY NFkB inh: -19.5; TWEAK-Fn14 inh: -25.9; KKLEB cytotox: -13.6; NR2F2 inh: -14.4; NCOA3 inh: -21.6; Shn3 inh set2: -11.6; C8 TRAIL sens: 2.0

How did COC(=O)Cn1cnc2c(nnn2-c2ccc(OC)cc2)c1=O do in these assays?
NCOA1 inh: -24.4; LMP1 NFkB inh: 7.5; CF NFkB block: -13.2; NR5A2 inv ag: -3.7; TROY NFkB inh: 9.6; TWEAK-Fn14 inh: -1.0; KKLEB cytotox: -5.7; NR2F2 inh: 0.1; NCOA3 inh: -5.2; Shn3 inh set2: -3.3; C8 TRAIL sens: 24.1

What do the screens show for `CCCNc1ncnc2onc(C)c12`?
NCOA1 inh: 4.0; LMP1 NFkB inh: 2.8; CF NFkB block: -11.8; NR5A2 inv ag: 4.4; TROY NFkB inh: -4.4; TWEAK-Fn14 inh: 4.4; KKLEB cytotox: 4.5; NR2F2 inh: 1.1; NCOA3 inh: 11.3; Shn3 inh set2: 11.5; C8 TRAIL sens: -4.4

Results for CCOC(=O)c1ccc(NC(=O)COc2ccccc2OC)cc1 ?
NCOA1 inh: -2.6; LMP1 NFkB inh: 5.9; CF NFkB block: -3.7; NR5A2 inv ag: -17.3; TWEAK-Fn14 inh: -6.1; KKLEB cytotox: -3.7; NR2F2 inh: -9.0; NCOA3 inh: 0.2; Shn3 inh set2: 3.8; C8 TRAIL sens: -7.8

Results for COc1ccc(N2CCN(C(=O)c3cn(CC4CCCCC4)nn3)CC2)cc1 ?
NCOA1 inh: 9.5; LMP1 NFkB inh: -14.7; CF NFkB block: 4.3; NR5A2 inv ag: -3.7; TROY NFkB inh: -10.2; TWEAK-Fn14 inh: 15.8; KKLEB cytotox: -0.8; NR2F2 inh: -6.3; NCOA3 inh: 15.5; Shn3 inh set2: -11.0; C8 TRAIL sens: 0.0

How did Cc1noc(C)c1C(=O)NCC1COc2ccccc2O1 (stereo not given) do in these assays?
NCOA1 inh: -6.0; LMP1 NFkB inh: -0.3; CF NFkB block: 5.7; NR5A2 inv ag: 2.9; TROY NFkB inh: 7.7; TWEAK-Fn14 inh: -8.5; KKLEB cytotox: 2.2; NR2F2 inh: -0.5; NCOA3 inh: -9.4; Shn3 inh set2: 12.4; C8 TRAIL sens: -11.9

What do the screens show for `CCOC(=O)C1CN(c2cc3c(cc2F)c(=O)c(C(=O)O)cn3CC)OC1C(=O)OCC` (stereo not given)?
NCOA1 inh: 0.5; LMP1 NFkB inh: -4.0; CF NFkB block: -15.4; NR5A2 inv ag: 13.1; TROY NFkB inh: -11.4; TWEAK-Fn14 inh: -20.7; KKLEB cytotox: 1.3; NR2F2 inh: 8.0; NCOA3 inh: 15.0; Shn3 inh set2: -17.1; C8 TRAIL sens: -10.7

What do the screens show for `COc1ccc(/C(O)=C2/C(=O)C(=O)N(CCCN(C)C)C2c2ccc(Cl)cc2)cc1OC` (stereo not given)?
NCOA1 inh: 3.7; LMP1 NFkB inh: 3.8; CF NFkB block: 6.3; NR5A2 inv ag: 6.9; TROY NFkB inh: 14.9; TWEAK-Fn14 inh: 18.4; KKLEB cytotox: -13.6; NR2F2 inh: -5.4; NCOA3 inh: -13.5; Shn3 inh set2: -2.9; C8 TRAIL sens: -8.6

Screening results (PubChem)
